# rCAG RNA binder = molecules binding r(CAG) RNA repeats | inhibition, % at 3 µM | actives 1.3% (n = 370,000) | r(CAG) RNA repeat, TO-PRO-1 dye displacement fluorescence | AID 651821;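 active = inhibition above the plate cutoff, the mean of all test compounds on that plate plus 3 SD, cut at about 35% in these data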;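 note: 0% = DMSO alone and 100% = 100 µM mitoxantrone as full dye displacement; higher means more dye released from RNA so lower well fluorescence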
# UHRF1 MBD2 ctr = blocks human UHRF1 binding to methylated DNA; Q96T88; UHRF1 binding to methylated oligo, TR-FRET; inhibition, % at 4.4 µM; actives 0.75% (n = 370,000); AID 687016; in the data active = inhibition above about 21%;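 note: UHRF1 SRA domain binding a hemimethylated CpG hairpin DNA probe; 0% = median of test compound wells and 100% = reference inhibitor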
# Target sequence (Q96T88 whole entry, looked up, the tested form may be a part): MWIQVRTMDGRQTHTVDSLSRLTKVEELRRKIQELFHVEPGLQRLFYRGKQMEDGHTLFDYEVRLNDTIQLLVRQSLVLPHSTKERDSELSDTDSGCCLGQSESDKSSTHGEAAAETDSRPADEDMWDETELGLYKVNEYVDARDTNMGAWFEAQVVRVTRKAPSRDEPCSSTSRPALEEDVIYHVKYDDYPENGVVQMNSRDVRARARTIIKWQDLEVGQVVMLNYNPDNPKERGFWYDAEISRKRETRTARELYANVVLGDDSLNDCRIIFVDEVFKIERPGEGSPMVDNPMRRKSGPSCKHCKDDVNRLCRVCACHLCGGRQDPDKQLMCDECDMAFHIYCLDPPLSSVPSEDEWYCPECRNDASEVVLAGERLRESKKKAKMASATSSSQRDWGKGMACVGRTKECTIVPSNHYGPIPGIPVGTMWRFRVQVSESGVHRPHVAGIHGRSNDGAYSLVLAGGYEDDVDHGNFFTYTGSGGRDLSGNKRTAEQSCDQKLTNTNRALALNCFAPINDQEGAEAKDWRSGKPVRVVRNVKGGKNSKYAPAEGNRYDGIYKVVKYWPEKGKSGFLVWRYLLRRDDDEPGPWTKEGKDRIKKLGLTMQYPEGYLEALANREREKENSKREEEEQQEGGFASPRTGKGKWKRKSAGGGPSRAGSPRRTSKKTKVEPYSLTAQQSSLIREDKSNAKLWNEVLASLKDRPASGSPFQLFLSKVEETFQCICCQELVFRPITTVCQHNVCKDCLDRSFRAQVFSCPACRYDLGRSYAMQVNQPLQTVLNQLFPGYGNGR
# PRMT1 FP inh = blocks human protein arginine methyltransferase 1; recombinant PRMT1, activity-based probe fluorescence polarization; inhibition, % at 2.79 µM; actives 1.3% (n = 370,000); AID 652257;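 active = inhibition above about 21% made by adding two undisclosed values, limit read from the data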
# mABHD4 FP = inhibits mouse alpha/beta hydrolase domain 4 | purified mABHD4, FP-Rh probe fluorescence polarization | inhibition, % at 8.92 µM | actives 0.54% (n = 370,000);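 active = inhibition exceeding the mean over every tested compound plus 3 SD, cut at about 30% in these data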;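 note: 0% = plate median of compound wells and 100% = S159A mutant with DMSO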
#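 system = mouse ABHD4 enzyme, wild type | medium = HEPES pH 7.0, NaCl, Pluronic buffer | also added = FP-Rh probe | incubation = Enzyme–compound pre-incubation 45 min, then probe 60 min, both 25 °C | technique = fluorescence polarization, excitation 525 nm, emission 598 nm, BODIPY TMR filters | controls = S159A mutant high control, sample median low control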
# NPR1 activator = GC-A (human) enzyme activation. P16066. HEK293 GC-A cells, cGMP TR-FRET, EC30 ANP; 0% at EC30 ANP, 100% saturating ANP. activation, % at 10 µM. actives 0.14% (n = 370,000); in the data active = activation above about 40%
# HTRA1 inh = blocks human HTRA1 serine peptidase. recombinant HTRA1, FP-rhodamine activity-based probe, fluorescence polarization. inhibition, % at 5.96 µM. actives 0.5% (n = 340,000). AID 504803; in the data active = inhibition above about 36%;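 note: 0% = enzyme with DMSO and 100% = wells lacking enzyme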
# MBD2 DNA inh = inhibitors of human MBD2 binding to methylated oligonucleotide; actives 0.31% (n = 370,000); Q9UBB5; TR-FRET; inhibition, % at 4.4 µM; in the data active = inhibition above about 13%
# TCR CD3 inh = blocks the human TCR-CD3 interaction | TAMRA-labeled TCR probe fluorescence, biochemical | inhibition, % at 9.4 µM | actives 0.37% (n = 360,000) | AID 651800; in the data active = inhibition above about 19%;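 note: recombinant mutant TCR 2C K166C tagged with TAMRA read by polarization; 0% = receptor in buffer alone and 100% = receptor with positive control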
# SIAE inh = blocks human sialic acid acetylesterase; AID 1053197; actives 0.69% (n = 370,000); Q9HAT2; inhibition, % at 9.66 µM; SIAE FP-Rh probe binding, fluorescence polarization;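 active = inhibition above a cutoff: mean of compounds within the control limits plus 3 SD of those, cut at about 17% in these data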;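 note: 0% = plate median of compound wells and 100% = probe without SIAE protein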
# GC-B act = GC-B (human) receptor activation. P20594. HEK293-GC-B cells, CNP EC30, cGMP TR-FRET; 0% at EC30 CNP, 100% saturating CNP. activation, % at 10 µM. actives 0.11% (n = 370,000). AID 1920062;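 active = activation at 10 µM reaching about 35% in either raw or pattern-adjusted values, limit read from the data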
# The depositor's hits bear a star; . = not tested or not shown. Some of the compounds tested; rates above refer to the full screens.
SMILES,rCAG RNA binder,UHRF1 MBD2 ctr,PRMT1 FP inh,mABHD4 FP,NPR1 activator,HTRA1 inh,MBD2 DNA inh,TCR CD3 inh,SIAE inh,GC-B act
CNC(C)C(=O)NC(C(=O)N1CCCC1C(=O)NNc1ccccc1)C(C)C (stereo not given),-4,56*,3,1,-2,1,46*,-3,-1,0
O=C1C=C(NCc2ccc(Cl)cc2)CC(c2ccco2)C1 (stereo not given),7,8,1,1,-1,4,5,4,-6,5
O=C(NCCOCCNC(=O)OCc1ccccc1)OCc1ccccc1,-6,3,3,-3,0,-7,2,-5,-2,-2
CC(C)OCCCNC(=O)Nc1cccc2ccccc12,-3,-2,3,1,2,2,1,-1,2,1
COc1cccc(C=Nc2cc(C)cc(C)c2)c1O,2,1,0,0,4,1,0,7,3,0
O=C(NN1C(=O)c2ccccc2C1=O)c1ccccc1[N+](=O)[O-],0,0,-3,-4,-1,7,-1,9,-4,4
Cc1cc(C)n2nc(C(=O)N/N=C/c3ccc(O)cc3)nc2n1,1,-5,0,1,0,-2,-1,17,0,-2
Cc1cccc(C)c1OCc1cc(C(=O)NCC2CCCCC2)no1,0,-1,-3,3,4,-2,-5,-1,0,10
Cc1cc(C)cc(C(=O)OCCN(C)C2CN(Cc3cn(Cc4ccccc4F)nn3)S(=O)(=O)C2)c1 (stereo not given),-1,8,-2,2,1,.,3,.,-5,-3
CCN1CCN(C(=O)c2cc3c(OC)c(OC)c(OC)cc3[nH]2)CC1,-5,-3,-2,1,-3,-4,-4,4,0,3
COc1ccc(/C=N\NC(=O)CCN2CCN(c3ccccc3)CC2)cc1OC,-7,-3,1,3,1,4,-2,2,7,2
CC(COc1ccccc1)N1CCC(CO)(Cc2ccccc2)CC1 (stereo not given),-6,3,4,-1,-12,8,3,-4,-5,-7
CCOc1ccc(CCNC(=O)COC(=O)c2ccc(S(C)(=O)=O)cc2)cc1OCC,-2,-1,-3,5,4,4,1,11,-3,3
CC(Oc1ccc(Br)cc1)C(=O)NCC(C)(C)N1CCOCC1 (stereo not given),-4,0,1,-8,3,3,1,10,-5,4
Cc1ccc(S(=O)(=O)N2CCCCC2)cc1NC(=O)c1cnccn1,-3,0,1,2,-2,-1,5,4,3,-4
CN1C(=O)C(C)(C)c2cc(S(=O)(=O)N3CCC(C(=O)NCc4ccccc4Cl)CC3)ccc21,5,0,1,-1,-3,4,7,-3,-1,-2
CC(C)(CNc1ccc([N+](=O)[O-])cc1Cl)CNS(C)(=O)=O,2,-3,2,4,1,-4,-2,-1,2,4
COc1ccc(-c2noc(CCC(=O)NCC3CCN(Cc4cccc(C)c4)CC3)n2)cc1,-8,-1,-3,6,-10,-1,-2,-1,2,-12
O=C(NC1CC1)C1=C[C@H](c2coc3ccccc3c2=O)C[C@H](OCCCCO)O1,-4,1,2,2,-4,3,0,-7,-2,0
CCN(CC)C(=O)c1sc(NC(=O)C(Sc2ccccc2)c2ccccc2)c(C(=O)OC(C)C)c1C (stereo not given),11,-1,-3,-11,-6,-140,1,-4,0,6
Cc1[nH]c2ccccc2c1-c1csc(N)n1,18,-1,-4,-19,-1,6,-3,-24,0,-2
Cc1c(CN2CCN(CC(C)C)C(CCO)C2)[nH]c2ccc(Cl)cc12 (stereo not given),-6,1,-2,-1,4,-8,-3,1,2,-3
C=CCN1c2ccccc2[C@]23C[C@@H](C(=O)OC)N(C(=O)OCC)C2=NC(C(=O)OC)=C(C(=O)OC)[C@H]13,-1,-3,-6,12,-3,-1,2,2,3,-6
Cc1ccc(S(=O)(=O)/N=C(\CN2CCOCC2)N2CCOCC2)cc1,4,4,-2,1,2,-2,2,-3,-2,8
CCOc1ccc(C(=O)NNC(=O)CN2C(=O)NC3(CCCC3)C2=O)cc1,1,2,-2,-2,-3,1,0,-2,-13,1
COc1ccc(C(=O)Nc2cccc(/C(C)=N\NC(=O)c3ccoc3C)c2)cc1OC,0,-2,1,-1,4,-7,-2,12,3,5
O=C(COC(=O)CCNS(=O)(=O)c1ccc(Cl)cc1)Nc1ccccc1OC(F)F,-2,3,-2,0,0,-1,2,1,-9,-6
Cc1c(N(C)S(=O)(=O)c2cccc(C(=O)NC(C)C)c2)c(=O)n(-c2ccccc2)n1C,8,-8,19,5,1,-2,3,-7,4,1
O=C(c1ccc2c(Cl)c3c(nc2c1)CCCC3)N1CCN(c2ccc(F)cc2)CC1,6,-4,-2,8,0,-41,-3,-7,7,1
COc1ccc(C(=O)Nc2nnc(CCS(=O)(=O)c3ccc(C)cc3)s2)cc1,-1,4,4,3,1,-2,0,-2,-6,0
Cc1cc(C)c2c(-n3cccc3)n[nH]c2n1,2,8,1,-2,-5,-5,-1,-8,4,0
C=CCN(CC=C)C(=O)Cn1cnc([N+](=O)[O-])n1,1,-4,1,0,0,3,-2,1,1,0
Cc1cc(=O)oc2cc(Oc3ncccn3)ccc12,2,-4,2,2,-1,1,2,1,-1,-9
COc1ccc(CCC(=O)Nc2nnc(C)s2)cc1,2,-2,1,2,-6,.,4,1,0,2
CC1CCN(c2nc(-c3ccccc3)c(C#N)c(=O)[nH]2)CC1,4,-2,-3,-1,0,6,5,5,-3,-6
CCCOc1ccc(CC(=O)NNC(=S)Nc2ccccc2)cc1Br,19,0,1,11,0,-6,-1,0,-1,3
c1csc(-c2nnsc2-c2nc3ccccc3[nH]2)c1,4,-16,5,-6,-6,-7,0,2,1,-3
CCOC(=O)COc1ccc2c3c(c(=O)oc2c1C)CCC3,-4,0,1,-5,2,-5,0,7,0,3
Cc1ccc(C(=O)NC(C)c2ccccc2)o1 (stereo not given),0,4,2,2,0,1,2,-2,7,-3
CCCCNC(=S)NNC(=O)c1c(Cl)c(C)nn1C,7,-1,0,4,1,3,0,5,7,2
CCCCNc1nc2ccccc2n1CC(=O)Nc1c(C)cccc1CC,0,0,1,2,0,-1,6,8,14,-2
CC(=O)Nc1ccc(N/C=C/C(=O)c2ccc(Cl)cc2)cc1,2,6,-5,3,19,11,-5,6,19*,-5
COc1ccc(C(=O)N2CCN(c3cnn(-c4ccccc4)c(=O)c3Cl)CC2)cc1,-7,-1,2,2,-3,2,-6,-6,7,-7
O=C(OCc1ccccc1)N1CCC2CC1c1cc(-c3ccc(F)cc3)ccc12 (stereo not given),4,0,6,-5,1,-20,4,0,-3,0
CCN1CCc2nc3sc(C(=O)N4CCc5ccccc5C4)c(N)c3cc2C1,11,-9,10,14,4,24,-9,-2,14,0
Cc1ccc2c(Cl)cc(Cl)c(OCC(=O)NC(=O)NCc3ccco3)c2n1,1,-3,-1,-3,-1,-7,1,2,-1,-2
COc1ccc(CCC(=O)Nc2cccc(S(=O)(=O)N3CCOCC3)c2)cc1OC,3,3,3,-12,0,1,-2,2,-4,0
COc1cccc(CN2CCC2(C)C(=O)Nc2cccc(Oc3ccccc3)c2)c1F (stereo not given),7,1,2,-15,-5,.,2,-6,-4,-4
CCC1CCCCN1c1nc(-c2cccc(OC)c2O)nc2ccccc12 (stereo not given),12,4,2,11,-1,-8,-2,-1,0,-1
COc1ccc(Nc2ncc(C(=O)N3CCC(C(N)=O)CC3)c3ccccc23)cc1,-5,-2,-3,6,-2,-2,3,5,1,5
COC(=O)c1ccc(/C=N\N2CCN(c3ccccc3)CC2)cc1,-6,-2,-1,2,-1,3,2,-2,9,5
CCOC(=O)/C(C#N)=C/c1cn(CCC(=O)O)nc1-c1cccc(Cl)c1,19,4,-2,-2,.,-7,3,3,6,.
C[C@H](CO)N1C[C@H](C)[C@@H](CN(C)C(=O)C2CCOCC2)Oc2ncc(Br)cc2C1=O,0,1,0,3,1,0,-3,0,7,4
CN1CCN(C(=O)C2CCCN(c3ncnc4c3nc3n4CCCCC3)C2)CC1 (stereo not given),-9,2,4,-6,4,-2,0,-2,4,-5
CCCCCCOC(=O)C1=C(C)NC(=O)NC1c1ccc(O)cc1 (stereo not given),-4,0,0,-3,5,-10,-2,2,8,-1
COc1ccc(Cl)cc1C(=O)Nc1ccc2c(c1)OCO2,4,4,6,-14,0,-14,5,-3,-7,-3
O=C(NCCN1CCOCC1)c1ccc([N+](=O)[O-])cc1[N+](=O)[O-],-1,0,3,6,2,-3,7,-1,0,1
COCCOC(=O)c1c(C)oc2ccc(NS(=O)(=O)c3ccccc3)cc12,1,2,-2,-3,2,-8,-4,2,-2,0
CCOC(=O)C1CCCN(C(=O)c2ccc(OC)cc2)CC1 (stereo not given),0,1,-2,-2,0,.,1,5,-3,-8

# For convenience, some entries already given.
SMILES,rCAG RNA binder,UHRF1 MBD2 ctr,PRMT1 FP inh,mABHD4 FP,NPR1 activator,HTRA1 inh,MBD2 DNA inh,TCR CD3 inh,SIAE inh,GC-B act
COc1ccc(CCC(=O)Nc2cccc(S(=O)(=O)N3CCOCC3)c2)cc1OC,3,3,3,-12,0,1,-2,2,-4,0
COc1cccc(CN2CCC2(C)C(=O)Nc2cccc(Oc3ccccc3)c2)c1F (stereo not given),7,1,2,-15,-5,.,2,-6,-4,-4
CCC1CCCCN1c1nc(-c2cccc(OC)c2O)nc2ccccc12 (stereo not given),12,4,2,11,-1,-8,-2,-1,0,-1
COc1ccc(Nc2ncc(C(=O)N3CCC(C(N)=O)CC3)c3ccccc23)cc1,-5,-2,-3,6,-2,-2,3,5,1,5
COC(=O)c1ccc(/C=N\N2CCN(c3ccccc3)CC2)cc1,-6,-2,-1,2,-1,3,2,-2,9,5
CCOC(=O)/C(C#N)=C/c1cn(CCC(=O)O)nc1-c1cccc(Cl)c1,19,4,-2,-2,.,-7,3,3,6,.
C[C@H](CO)N1C[C@H](C)[C@@H](CN(C)C(=O)C2CCOCC2)Oc2ncc(Br)cc2C1=O,0,1,0,3,1,0,-3,0,7,4
CN1CCN(C(=O)C2CCCN(c3ncnc4c3nc3n4CCCCC3)C2)CC1 (stereo not given),-9,2,4,-6,4,-2,0,-2,4,-5
CCCCCCOC(=O)C1=C(C)NC(=O)NC1c1ccc(O)cc1 (stereo not given),-4,0,0,-3,5,-10,-2,2,8,-1
COc1ccc(Cl)cc1C(=O)Nc1ccc2c(c1)OCO2,4,4,6,-14,0,-14,5,-3,-7,-3
O=C(NCCN1CCOCC1)c1ccc([N+](=O)[O-])cc1[N+](=O)[O-],-1,0,3,6,2,-3,7,-1,0,1
COCCOC(=O)c1c(C)oc2ccc(NS(=O)(=O)c3ccccc3)cc12,1,2,-2,-3,2,-8,-4,2,-2,0
CCOC(=O)C1CCCN(C(=O)c2ccc(OC)cc2)CC1 (stereo not given),0,1,-2,-2,0,.,1,5,-3,-8
